M. tuberculosis = growth inhibition of non-replicating M. tuberculosis (AID 488890). Mycobacterium tuberculosis non-replicating, growth inhibition; higher % means a stronger effect. inhibition, % at 25 µM, or IC50 in µM where a hit was titrated. actives 0.39% (n = 320,000); in the data active = a potency from the dose series; inconclusive = inhibition mostly from about 82% at the one dose, without a potency; inactive = the rest, 99 in 100 with inhibition below about 76%;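 also: plate controls were DMSO cells for no effect and high antibiotic wells for full effect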
influenza NS1A = H1N1 influenza NS1A inhibitors, functional cell based assay (AID 504329); NS1A functional cell-based assay, percent inhibition; higher % means a stronger effect; one-dose inhibition, % at 12.5 µM; IC50 in µM for titrated hits; actives 0.3% (n = 340,000); in the data active = a potency from the dose series; inconclusive = inhibition above about 27% without an active follow-up result; also: strong numbers were not always called active
VEEV TC-83 Vero = inhibitors of VEEV TC-83 cytopathic effect, confirmation, Vero cells (AID 588727); actives 0.13% (n = 350,000); one-dose inhibition, % at 20 µM; IC50 in µM for titrated hits; Vero cells, VEEV TC-83 cytopathic effect inhibition; higher % means a stronger effect; in the data active = a potency from the dose series; inconclusive = inhibition mostly from about 14% at the one dose, without a potency; inactive = the rest, 99 in 100 with inhibition below about 12%; also: strong numbers were not always called active
PhoP GFP inhibition = Inhibition of PhoP regulon, Salmonella typhi GFP reporter cells, confirmation, 4 h (AID 1850); Salmonella Typhi PhoP-promoter GFP reporter, fluorescence, 4 h; higher % means a stronger effect; inhibition, % at 50 µM; hits with a dose series show IC50 in µM; actives 0.33% (n = 310,000); in the data active = a potency from the dose series; inconclusive = inhibition mostly from about 25% at the one dose, without a potency; inactive = the rest, 99 in 100 with inhibition below about 19%;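 also: 0% = induced wells with vehicle and 100% = uninduced wells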
H37Rv inhibition = M. tuberculosis growth inhibition, HTS (AID 449762); actives 0.59% (n = 330,000); inhibition, % at 25 µM; hits with a dose series show IC50 in µM; M. tuberculosis H37Rv growth inhibition, 7H9 media; higher % means a stronger effect; in the data active = a potency from the dose series; inconclusive = inhibition above about 70% without an active follow-up result;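 also: bacterial growth assessed after seven days of incubation; strong numbers were not always called active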
VEEV TC-83 Vero 10K pilot screen = second read-out of VEEV TC-83 Vero, no call of its own (marks repeat the call); inhibition, %; measured here: 10K pilot screen inhibition
Active calls of the source: *; i = inactive; u = inconclusive; x = not tested or not shown; & = joins results of further samples. No enrichment for hits; any-hit rate near 1.4%.

SMILES	M. tuberculosis	influenza NS1A	VEEV TC-83 Vero	PhoP GFP inhibition	H37Rv inhibition	others
Cc1ccccc1NS(=O)(=O)c1ccc(C(=O)NCC2CCCO2)cc1 (stereo not drawn)	-5%	-5%	0.5%	-1%	63%
COc1ccc(/C=N/Nc2ncnc(Cl)c2N)cc1OC	40%	-17%	5.0%	18%	0%
O=C(CSc1nnc(C2CC2)n1C1CC1)c1ccccc1F	53%	-9%	2.0%	x	1%
c1cncc(CNC2=NCCCCC2)c1	1%	7%	0.7%	5%	9%
COc1ccc(Br)cc1C(=O)Nc1ccc(O)cc1	8%	-8%	i	-9%	-1%
Cc1cccc(CCN2C(Nc3ccccc3)=NC[C@@H]2C)c1	-4%	-1%	i	-1%	-2%	VEEV TC-83 Vero 10K pilot screen=0.0
Cc1ccc(NC(=O)c2snc3ccc(Cl)cc23)cc1C	61%	2%	0.8%	-9%	-7%
CCOc1ncccc1C(=O)NCc1cccc(OC)c1	15%	-7%	0.4%	-2%	-2%
N=C1SCC(=O)N1c1ccccc1Cl	26%	0%	0.7%	-5%	5%
Cc1cc(NC(=O)c2cccc([N+](=O)[O-])c2)no1	-19%	-1%	0.7%	2%	5%
CCOC(=O)c1c(-c2cccc(N)c2)cn2ccccc12	13%	1%	1.3%	-4%	63%
CCN(CC)CCn1c2c(c(SCC(=O)Nc3cc(OC)cc(OC)c3)nc1=O)CCC2	-5%	2%	7.7%	-4%	-9%
COc1cc(CC(=O)O)c([N+](=O)[O-])cc1OC	1%	6%	0.8%	-9%	-14%
Cc1cc(C(=O)COc2ccc(F)cc2Br)c(C)n1C1CC1	x	-7%	3.1%	x	x
CCOC(=O)c1nnc(-c2ccccc2)nc1Sc1ccccc1Cl	76%	7%	13%	10%	21µM*
COC(=O)c1ccc(C2/C(=C(\O)c3ccc(OC)c(C)c3)C(=O)C(=O)N2c2cc(C)on2)cc1 (stereo not drawn)	41%	4%	0.9%	-6%	-6%
O=C(CCCN1CCC(n2c(=O)[nH]c3ccccc32)CC1)c1ccc(F)cc1	9%	2%	i	-3%	3%
Cc1ccc(NC(=O)CSCC(=O)Nc2nnc(C3CC3)s2)cc1	-9%	-2%	1.4%	6%	-9%
COc1ccc(CCNC(=O)COc2ccc(S(=O)(=O)NC(C)C)cc2)cc1OC	-2%	-9%	0.3%	-7%	-6%
CC(c1ccco1)N(C(=O)C12CC3CC(CC(C3)C1)C2)c1ccccn1 (stereo not drawn)	29%	5%	0.4%	4%	-2%
CC1=NCCN1S(=O)(=O)c1ccccc1[N+](=O)[O-]	0%	-4%	i	0%	9%
CN(C)CCN1C(=O)C(=O)/C(=C(/O)c2ccc(F)cc2)C1c1ccccc1F (stereo not drawn)	6%	8%	0.7%	1%	14%
CCCN(CC(=O)Nc1ccc(Cl)cc1Cl)C(=O)/C=C/c1cccc([N+](=O)[O-])c1	16%	0%	1.5%	11%	7%
COc1cc(NC(=O)CSc2nc3c(c(=O)n(C)c(=O)n3C)n2C)cc(OC)c1	44%	6%	2.1%	7%	-4%
N#CC1(NC(=O)COC(=O)c2ccccc2[N+](=O)[O-])CCCCC1	-3%	-8%	i	-6%	0%
COCCCNC(=O)C1CCN(c2nc(C)cc(C)n2)CC1	5%	-3%	2.2%	1%	2%
NS(=O)(=O)c1cccc(NC(=O)CSc2nnc(C3CC3)n2-c2ccccc2)c1	7%	-8%	2.2%	x	3%
Cc1cc(C)c(NC(=O)COC(=O)/C=C/c2cccs2)c(C)c1	-17%	-1%	1.6%	-6%	-34%
Cc1cc(N2CCCC2=O)c(N)cc1N	4%	5%	0.6%	2%	-10%
COc1ccc(C(=O)/C=C/c2ccc(N3CCCCC3)c([N+](=O)[O-])c2)c(OC)c1	58%	8%	i	0%	u	VEEV TC-83 Vero 10K pilot screen=3.6
CN(CC(=O)Nc1ccc(F)cc1)C(=O)C1CCN(C(=O)Nc2ccccc2)CC1	-19%	-7%	1.8%	x	-14%
COC(=O)c1cc(=O)n(Cc2ccc(F)cc2)c(=Nc2ccccc2)s1	43%	-24%	7.1%	-19%	5%
Cc1ccc(-c2nc(C(=O)NCC3CCCO3)cc3c2[nH]c2ccccc23)cc1 (stereo not drawn)	35%	-2%	u	4%	5%
Cc1ccc(S(=O)(=O)N(Cc2ccccc2)Cc2ccco2)cc1	0%	-2%	i	-3%	0%
COC(=O)N1C(=O)[C@](c2ccc(OC)cc2)(C(C)C)N1C(=O)OC	-1%	3%	i	0%	-3%	VEEV TC-83 Vero 10K pilot screen=2.1
COc1ccc(CCNc2ccc(N3C(=O)CC(C)C3=O)cc2[N+](=O)[O-])cc1OC (stereo not drawn)	17%	10%	1.6%	3%	0%
Cc1cc(=O)[nH]c(Nc2ccc(Cl)cc2)n1	7%	7%	2.7%	9%	2%
CC(CC(=O)N1CCN(c2ccccc2)CC1)S(=O)(=O)c1ccc2c(c1)NC(=O)CO2 (stereo not drawn)	17%	7%	0.9%	-51%	11%
COc1ccc(/C=N/NC(=O)c2ccccc2NC(=O)c2ccco2)c(OC)c1	0%	-21%	1.6%	12%	11%
CC(C)NC(=O)c1ccccc1NC(=O)c1ccccc1N(C)S(C)(=O)=O	3%	22%	3.2%	-7%	-2%
Cn1cc(CNCc2ccc(OC(F)(F)F)cc2)c(-c2ccc3c(c2)OCCO3)n1	48%	10%	0.5%	10%	-3%
N#Cc1nc(-c2cccc3ccccc23)oc1NCC1CCCO1 (stereo not drawn)	20%	x	12%	0%	2%
CC1=Nn2c(nnc2-c2ccccc2)SC1	-14%	-4%	0.8%	-1%	4%
CC1(C)Cc2cccc(OCC(=O)OCc3nnc(-c4ccc([N+](=O)[O-])cc4)o3)c2O1	19%	-6%	2.7%	x	6%
Cc1cc(C)c(C)c(C(=O)c2ccccc2C(=O)O)c1C	22%	0%	0.8%	-7%	-6%
CN(C)S(=O)(=O)c1ccc(C(=O)NCC2CC2(Cl)Cl)cc1 (stereo not drawn)	-4%	6%	0.9%	5%	2%
COc1cccc(C(=O)NCC(=O)N/N=C(C)\C=C\c2ccccc2)c1	-13%	-1%	0.6%	5%	-3%
O=C(c1cccc(-c2nnc(-c3ccccc3)o2)c1)N1CCCCC1	70%	-6%	8.1%	7%	u
CC(=O)Nc1ccc(/C=C/c2nc3ccccc3[nH]c2=O)cc1	-14%	0%	i	4%	2%
Cc1ccc(C)c(OCCC(=O)OCC(=O)NC2CCCC2)c1	65%	-10%	0.6%	-7%	55%
COc1ccc(CC(=O)NNc2ncnc3c2cnn3-c2ccc(C)cc2)cc1	-11%	-9%	0.5%	-5%	8%
CN(C)CCNC(=O)Nc1ccc(F)cc1F	1%	0%	0.3%	2%	-8%
CCOc1nc(C)ccc1-c1noc(CC)n1	4%	3%	5.1%	13%	-9%
CC(C)OC(=O)CC(=O)CSc1nc(-c2ccc(F)cc2)cc(-c2ccccc2)c1C#N	19%	-3%	4.8%	-6%	11%
Cc1cccc(Cn2cc(SCC(=O)Nc3nccs3)c3ccccc32)c1	-18%	-1%	1.4%	-1%	-3%
COC(=O)c1cccc(NC(=O)c2cccc(N3C(=O)CCC3=O)c2)c1	-10%	-5%	0.5%	x	-8%
O=c1c2[nH]cnc2n(-c2cccc(Br)c2)c(=O)n1Cc1ccccc1	6%	-16%	i	2%	0%
Cc1ccc(Nc2ccc(C(=O)O)cc2[N+](=O)[O-])cc1	14%	26%	0.8%	-16%	1%
Cc1ccc2nc(SC(C)C(=O)NC3CCCC3)[nH]c2c1 (stereo not drawn)	12%	-11%	1.0%	x	2%
COc1cc(NS(=O)(=O)c2ccc(C)cc2)c2ncccc2c1	77%	-1%	6.9%	-8%	11%
(list continues)
SMILES	M. tuberculosis	influenza NS1A	VEEV TC-83 Vero	PhoP GFP inhibition	H37Rv inhibition	others
Cc1ccc2[nH]cc(CCNC(=O)CN3C(=O)c4ccccc4C3=O)c2c1	20%	8%	0.0%	-6%	-3%
COc1cccc(-c2nc(CS(=O)(=O)CC(=O)NC3CCCCCC3)c(C)o2)c1	-5%	-6%	7.5%	6%	-4%
O=C(NC(Cc1c[nH]c2ccccc12)C(=O)N/N=C/c1ccc(Cl)cc1)c1cccs1 (stereo not drawn)	18%	2%	6.0%	-2%	28%
O=C(N[C@H](C(=O)O)c1ccccc1)C1CCC(Cn2nnc3ccccc3c2=O)CC1 (stereo partly drawn)	0%	x	x	3%	-4%
CC(=O)Nc1nc(CC(C)C)cc2c1c(=O)oc1ccccc12	-6%	-6%	0.5%	2%	-1%
COc1cc(C(=O)Nc2sc3c(c2C#N)CCN(C(C)=O)C3)cc(OC)c1OC	x	6%	7.5%	x	-3%
Cc1c(C)c2ccc(OC(C)C(=O)NCCCN3CCOCC3)c(C)c2oc1=O (stereo not drawn)	0%	-4%	2.4%	1%	2%
O=C1NCCCC1C(=O)N/N=C/c1ccc([N+](=O)[O-])cc1 (stereo not drawn)	-2%	x	i	6%	0%
CCC(C)(C)NC(=O)C(c1ccc(F)cc1)N(Cc1ccco1)C(=O)c1snc(C(N)=O)c1N (stereo not drawn)	14%	-3%	0.1%	-2%&14%	-4%
C/C(=N\NC(=O)C(=O)Nc1cccc(Cl)c1C)c1ccncc1	0%	-1%	0.5%	-3%	-3%
COc1ccc(Cl)cc1C(=O)Nc1cccc2ncccc12	6%	0%	2.1%	-3%	7%
C=CCOc1nc2sc(C)c(C)c2c(=O)n1-c1ccccc1	16%	-2%	i	-4%	-7%
COc1ccc(C2Nc3ccccc3C(=O)N2NC(C)=O)c(OC)c1 (stereo not drawn)	-4%	20%	1.4%	10%	0%
CC1=C(C)C(c2ccccc2)NC(=S)N1 (stereo not drawn)	-7%	0%	2.0%	-8%	1%
CCn1c(=N)n(CC(=O)c2ccc(Cl)c(Cl)c2)c2ccccc21	53%	-23%	1.0%	-1%	16%
Cc1occc(=O)c1OCc1c(F)cccc1Cl	-2%	-20%	0.1%	0%	-1%
CC1CS(=O)(=O)CCN1N=Cc1ccc([N+](=O)[O-])o1 (stereo not drawn)	49%	-8%	3.4%	8%	u
CC(=O)Nc1cccc(N2C(=O)CC(N3CCC(C(=O)N4CCCCC4)CC3)C2=O)c1 (stereo not drawn)	-6%	-3%	i	-1%	-10%
COCCCNC(=O)Cn1cc2c(n1)CCC(C)C2 (stereo not drawn)	-5%	-1%	1.3%	-3%	-4%
CN1CCN(C(c2cc3cc4c(cc3[nH]c2=O)OCCO4)c2nnnn2C2CCCC2)CC1 (stereo not drawn)	6%	x	x	-4%	1%
O=C(Nc1nc2c(s1)CCCC2)c1cccc(S(=O)(=O)N2CCCc3ccccc32)c1	39%	2%	9.0%	-10%	0%
O=S(=O)(c1ccc(Br)cc1F)N1CCC(O)CC1	x	-10%	i	x	x
CC(C)=NN/C(N)=N/C(=S)Nc1ccc(C)cc1	4%	5%	i	-15%	-8%
C=CCNc1nc(N2CCCCC2)c(C#N)c2c1CN(Cc1ccccc1)CC2	-3%	1%	3.1%	-5%	11%

Filtered by structure: the compounds so far with a cyano group.
SMILES	M. tuberculosis	influenza NS1A	VEEV TC-83 Vero	PhoP GFP inhibition	H37Rv inhibition	others
N#CC1(NC(=O)COC(=O)c2ccccc2[N+](=O)[O-])CCCCC1	-3%	-8%	i	-6%	0%
N#Cc1nc(-c2cccc3ccccc23)oc1NCC1CCCO1 (stereo not drawn)	20%	x	12%	0%	2%
CC(C)OC(=O)CC(=O)CSc1nc(-c2ccc(F)cc2)cc(-c2ccccc2)c1C#N	19%	-3%	4.8%	-6%	11%
COc1cc(C(=O)Nc2sc3c(c2C#N)CCN(C(C)=O)C3)cc(OC)c1OC	x	6%	7.5%	x	-3%
C=CCNc1nc(N2CCCCC2)c(C#N)c2c1CN(Cc1ccccc1)CC2	-3%	1%	3.1%	-5%	11%

(more compounds)
SMILES	M. tuberculosis	influenza NS1A	VEEV TC-83 Vero	PhoP GFP inhibition	H37Rv inhibition	others
C=CCNC(=S)N/N=C(\C)c1ccc(OC)cc1	u	2%	0.2%	-4%	u
COc1ccc2ccccc2c1/C=N/Nc1cccc(C(=O)O)c1	-10%	0%	2.4%	4%	4%
CC(=NCc1ccc2c(c1)OCO2)c1c(O)[nH]c(=O)[nH]c1=O	9%	0%	0.4%	7%	-12%
CCOc1ccc(NC(=O)CC2CC(C)(C)OC2=O)cc1 (stereo not drawn)	-6%	-3%	1.0%	-8%	-3%
CC(NC(=O)c1ccc([N+](=O)[O-])o1)C1CC2CCC1C2 (stereo not drawn)	u	6%	>25µM*	x	u

From PubChem BioAssay
